Screens from PubChem.
Pol kappa inh – DNA polymerase kappa (human) inhibition | Q9UBT6 | purified Pol kappa, fluorescent DNA synthesis assay, 10 min | Potency, µM (doses to about 107 µM), for inactives: at the highest dose activity, negative = inhibition, actives largely listed as inhibitors | 400,000 tested, 0.53% active | AID 588579; further: on the % scale 0 is the no-effect control and ±100 the full control effect
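50 nM final substrate added after 15 min RT preincubation of 10 nM Pol kappa with compound; fluorescence read at 0 and 10 min.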
APE1 inh – blocks human APE1 abasic DNA cleavage. 350,000 tested, 0.35% active. Potency, µM (doses to about 65.8 µM), inactives show top-dose activity change, negative = inhibition, most hits filed as inhibitors. recombinant APE1, TAMRA/BHQ-2 abasic DNA cleavage fluorescence. AID 2517. P27695;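 further: plate controls were vehicle for no effect and reference inhibitor for full effect; nearly all actives have a fitted effect of over 55% in size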
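Kinetic fluorescence read (525 ex/598 em nm, three reads 60 s apart) of AP-site incision; signal = third minus first read. Enzyme 0.75 nM, dual-labelled THF duplex 50 nM, compound preincubation 15 min RT.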
POLH inh – DNA polymerase eta (human) inhibition. Q9Y253. recombinant Pol eta, fluorescent DNA replication assay. Potency, µM (highest dose often 114 µM), without a hit: at the highest dose activity change, negative = inhibition, usual class: inhibitors. 390,000 tested, 1.2% active; further: on the % scale 0 is the no-effect control and ±100 the full control effect
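Fluorescent replication assay: 50 nM final substrate added after a 15 min room-temperature compound preincubation with 10 nM enzyme. Signal taken at 0 min and again at 10 min.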
Pol beta inh – blocks human DNA polymerase beta activity; P06746; Pol beta primer extension/strand displacement, fluorescence kinetic; Potency, µM (top dose mostly 114 µM), for inactives: top-dose activity change, negative = inhibition, usual class: inhibitors; 340,000 tested, 1.3% active; AID 485314; further: on the % scale 0 is the no-effect control and ±100 the full control effect
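Enzyme-only controls used 10 nM Pol beta; buffer lacking enzyme served as negative control. Compound preincubated 15 min, then 50 nM substrate added; 0 and 10 min reads at room temperature.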
JMJD2A Tudor – inhibitors of human JMJD2A Tudor domain | O75164 | AlphaScreen JMJD2A-Tudor / H3K4me3 peptide binding | Potency, µM (series often up to 114 µM), without a hit: top-dose activity change, negative = inhibition, actives largely listed as inhibitors | 390,000 tested, 4.4% active | AID 504339; further: on the % scale 0 is the no-effect control and ±100 the full control effect; nearly all actives have a fitted effect of over 50% in size
BLM helicase inh – blocks DNA unwinding by human BLM helicase; P54132; recombinant BLM DNA unwinding, fluorescence dequenching; Potency, µM (series often up to 56.1 µM), for inactives: top-dose activity change, negative = inhibition, usual class: inhibitors; 350,000 tested, 0.2% active; AID 2528;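 further: plate controls were vehicle for no effect and no enzyme for full effect; nearly all actives have a fitted effect of over 35% in size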
G9a inh – G9a (human) methyltransferase inhibition; Q96KQ7; G9a H3K9 monomethylation, AlphaScreen, 2 h; Potency, µM (top dose mostly 102 µM), for inactives: top-dose activity, negative = inhibition, hits mostly inhibitors; 350,000 tested, 8.8% active; further: on the % scale 0 is the no-effect control and ±100 the full control effect; nearly all actives have a fitted effect of over 75% in size
Target sequence (Q96KQ7 913-1193 limits assumed): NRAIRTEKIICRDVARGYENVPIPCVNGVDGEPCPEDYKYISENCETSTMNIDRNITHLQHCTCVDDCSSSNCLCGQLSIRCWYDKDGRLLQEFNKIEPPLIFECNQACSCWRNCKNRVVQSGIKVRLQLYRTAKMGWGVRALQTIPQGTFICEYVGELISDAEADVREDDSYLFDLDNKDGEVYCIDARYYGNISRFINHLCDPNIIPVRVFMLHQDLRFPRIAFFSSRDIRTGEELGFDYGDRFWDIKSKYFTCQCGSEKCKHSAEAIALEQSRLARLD
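Signal arises when biotinylated H3K9 peptide, once monomethylated, bridges streptavidin donor and antibody-captured acceptor beads. Enzyme at 20 nM was preincubated 15 min with test compounds; peptide 500 nM and SAM 20 uM then reacted for 2 h.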
Pol iota inh – inhibitors of human DNA polymerase iota. Pol iota fluorescent replication assay, 10 min. Potency, µM (top dose mostly 115 µM), without a hit: at the top dose activity, negative = inhibition, usual class: inhibitors. 390,000 tested, 1% active. AID 588590
Target sequence (Q9UNA4 whole entry, looked up): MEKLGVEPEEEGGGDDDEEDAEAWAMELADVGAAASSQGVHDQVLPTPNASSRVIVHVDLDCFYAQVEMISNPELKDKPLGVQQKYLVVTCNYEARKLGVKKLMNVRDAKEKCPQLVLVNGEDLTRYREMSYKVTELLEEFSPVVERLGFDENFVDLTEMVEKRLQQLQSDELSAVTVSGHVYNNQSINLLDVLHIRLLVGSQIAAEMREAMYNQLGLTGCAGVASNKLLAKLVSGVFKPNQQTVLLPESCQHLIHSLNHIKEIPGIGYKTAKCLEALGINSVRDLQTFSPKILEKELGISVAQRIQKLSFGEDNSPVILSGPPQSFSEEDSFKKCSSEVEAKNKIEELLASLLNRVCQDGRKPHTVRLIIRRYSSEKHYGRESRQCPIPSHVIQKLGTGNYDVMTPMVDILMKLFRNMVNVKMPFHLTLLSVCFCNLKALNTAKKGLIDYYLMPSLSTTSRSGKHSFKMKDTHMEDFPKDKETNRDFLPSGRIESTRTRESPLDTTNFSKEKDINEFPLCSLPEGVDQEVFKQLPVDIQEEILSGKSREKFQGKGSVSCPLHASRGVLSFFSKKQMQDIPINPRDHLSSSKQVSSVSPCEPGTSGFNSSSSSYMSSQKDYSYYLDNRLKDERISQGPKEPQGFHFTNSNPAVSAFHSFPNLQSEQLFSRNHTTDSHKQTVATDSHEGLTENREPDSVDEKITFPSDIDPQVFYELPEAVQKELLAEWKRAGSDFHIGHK
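Pol iota at 10 nM preincubated 15 min with compounds at room temperature; reaction started with fluorescent substrate, 50 nM final. Fluorescence read kinetically at 0 and 10 min; buffer-only wells as negative control.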
BAZ2B block – inhibitors of human BAZ2B bromodomain; Q9UIF8; AlphaScreen BAZ2B-H3K14Ac peptide displacement; Potency, µM (doses to about 114 µM), for inactives: at the top dose activity change, negative = inhibition, usual class: inhibitors; 360,000 tested, 4.4% active; AID 504333; further: on the % scale 0 is the no-effect control and ±100 the full control effect; nearly all actives have a fitted effect of over 60% in size
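Inhibition is scored as reduced AlphaScreen emission. The BAZ2B/b-H3(5-23)K14Ac complex (50 nM each) in PBS pH 7.4, 0.01% Tween-20 meets compound (up to 110 uM) for 30 min at RT before bead addition.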
* marks the source's active call; other numbers are inactive results; ? = inconclusive; · = no result given; & = joins results of further samples; [ ] = remark or other dose. The call rests on the fitted dose curve; in most records, active means well fitted curve in the direction sought with a large enough effect; inconclusive means small, poorly fitted or top-dose-only effect, or another doubt; inactive means no such curve, though single readings can be large; an effect the other way counts as inactive or inconclusive. Potency means the concentration at half of the fitted maximal effect. An excerpt; rates above refer to the full screens.

no.	SMILES	Pol kappa inh	APE1 inh	POLH inh	Pol beta inh	JMJD2A Tudor	BLM helicase inh	G9a inh	Pol iota inh	BAZ2B block
1	Cc1ccc(NC(=O)CNCc2ccccc2)cc1Br	0%	3%	3%	-3%	0.79µM*	3%	7.9µM*	3%	50µM*
2	Cc1ccc(C(=O)N/C(=C\c2ccc(Cl)cc2)C(=O)NCCN2CCOCC2)cc1	1%	83%[activator][12.4 µM]	-7%	0%	11%	1%	4%[59 µM]	87%[activator]	27%
3	CC1Oc2ccccc2N(CC(=O)NCC2CCCO2)C1=O (stereo not given)	-5%	2%	-7%	-4%	-7%	1%	6%	21%	0%
4	CN(c1ccccc1)S(=O)(=O)c1ccc(C(=O)Nc2nccs2)cc1	4%	0%	-7%	34%	-12%	2%	-33%	5%	9%
5	CN(C)CCC#CC(O)(c1ccccc1)c1ccccc1	-11%	5%	-23%	37%	-2%	1%	29%[59 µM]	-12%	-3%
6	COC(=O)c1cccc(Cn2c(Cl)c(/C=N/NC(=O)c3ccccc3Cl)sc2=O)c1	-17%	-2%	-14%	14%	-15%	-18%	·	?	-10%
7	COC(=O)c1cc(Cl)c(NC(=O)c2ccc(C(C)(C)C)cc2)cc1OC	-17%	-7%	-23%	-6%	6%	-11%	17%[59 µM]	10%	14%
8	Cc1ccc(-n2c(-c3nn(C)cc3Cl)n[nH]c2=S)cc1	-7%	14%	-4%	56%	8.9µM*	3%	3.2µM*	15%	2%
9	O=C(/C(=N\O)n1cncn1)c1ccc(Cl)cc1Cl	-8%	2%	-4%	-11%	3%	-4%	-38%	-15%	5%
10	CCOc1ccc(CCNC(=O)CN2C(=O)c3cccnc3Oc3ccc(Cl)cc32)cc1	-12%&-2%	2%	1%&-17%	19%&4%	-9%&1%	-6%&-1%	-8%&8%[59 µM]	-7%&6%	-27%&0%
11	Cc1ccc(N2C(=O)CC(NNC(=O)Cc3ccc(F)cc3)C2=O)cc1Cl (stereo not given)	-13%	3%	-3%	-12%	0%	-2%	-4%[12.7 µM]	15%	11%
12	O=C(Nc1cccc(Cl)c1)C1CC1c1ccccc1 (stereo not given)	-13%	·	-15%	·	1%	·	·	27%	·
13	CS(=O)(=O)N(Cc1ccccc1)c1ccc(C(=O)N2CCOCC2)cc1	-2%	1%	9%	-3%	-1%	-3%	16%[59 µM]	65%[activator]	-5%
14	CCCCN(CC)C(=O)c1ccc2c(c1)OCO2	2%	0%	-22%	2%	-1%	-1%	0%[59 µM]	-6%	-1%
15	COC(=O)C1=C(C)N(c2ccc(C)c(C)c2)/C(=C/c2ccco2)C1=O	-21%	?	-3%	22µM*	-34%	-28%	?	?	?
16	Cc1ccc(/C=C(\NC(=O)c2ccc(C)cc2)C(=O)NCCCn2ccnc2)cc1	5%	15%	-9%	29%	-25%	-2%	5%	33%[activator]	-37%
17	CNC(=O)c1c(NC(=O)CS(=O)(=O)c2ccc(Cl)cc2)sc(C)c1C	-15%	8%	-9%	·	-10%	·	-19%	-8%	-1%
18	CC1(C)Cc2c(cnn2-c2ccccc2)C(=O)/C1=N\NC(=O)c1ccccc1	-5%	5%	10%	0%	-14%	-1%	-3%[59 µM]	-15%	-5%
19	CCOC(=O)c1ccc(NC(=O)c2c(NCc3sccc3C)sc3c2CCC(C)C3)cc1 (stereo not given)	-22%[60.1 µM]	·	-7%	-10%	-33%	-8%	?	9%	-15%
20	O=C(NCC(=O)N(c1ccccc1)C(C(=O)NC1CCCC1)c1cccnc1)c1ccco1 (stereo not given)	-16%	1%	3%	?	-18%	2%	-5%[59 µM]	2%	0%

Just Pol iota inh, Pol kappa inh and BLM helicase inh, for some of the entries so far:
| nr | SMILES | Pol iota inh | Pol kappa inh | BLM helicase inh |
| --- | --- | --- | --- | --- |
| 13 | CS(=O)(=O)N(Cc1ccccc1)c1ccc(C(=O)N2CCOCC2)cc1 | 65%[activator] | -2% | -3% |
| 14 | CCCCN(CC)C(=O)c1ccc2c(c1)OCO2 | -6% | 2% | -1% |
| 15 | COC(=O)C1=C(C)N(c2ccc(C)c(C)c2)/C(=C/c2ccco2)C1=O | ? | -21% | -28% |
| 16 | Cc1ccc(/C=C(\NC(=O)c2ccc(C)cc2)C(=O)NCCCn2ccnc2)cc1 | 33%[activator] | 5% | -2% |
| 17 | CNC(=O)c1c(NC(=O)CS(=O)(=O)c2ccc(Cl)cc2)sc(C)c1C | -8% | -15% | · |

The main list resumes, starting 6 compounds before the break.
no.	SMILES	Pol kappa inh	APE1 inh	POLH inh	Pol beta inh	JMJD2A Tudor	BLM helicase inh	G9a inh	Pol iota inh	BAZ2B block
15	COC(=O)C1=C(C)N(c2ccc(C)c(C)c2)/C(=C/c2ccco2)C1=O	-21%	?	-3%	22µM*	-34%	-28%	?	?	?
16	Cc1ccc(/C=C(\NC(=O)c2ccc(C)cc2)C(=O)NCCCn2ccnc2)cc1	5%	15%	-9%	29%	-25%	-2%	5%	33%[activator]	-37%
17	CNC(=O)c1c(NC(=O)CS(=O)(=O)c2ccc(Cl)cc2)sc(C)c1C	-15%	8%	-9%	·	-10%	·	-19%	-8%	-1%
18	CC1(C)Cc2c(cnn2-c2ccccc2)C(=O)/C1=N\NC(=O)c1ccccc1	-5%	5%	10%	0%	-14%	-1%	-3%[59 µM]	-15%	-5%
19	CCOC(=O)c1ccc(NC(=O)c2c(NCc3sccc3C)sc3c2CCC(C)C3)cc1 (stereo not given)	-22%[60.1 µM]	·	-7%	-10%	-33%	-8%	?	9%	-15%
20	O=C(NCC(=O)N(c1ccccc1)C(C(=O)NC1CCCC1)c1cccnc1)c1ccco1 (stereo not given)	-16%	1%	3%	?	-18%	2%	-5%[59 µM]	2%	0%
21	Cn1c(=NCC(O)COc2ccccc2)sc2ccccc21 (stereo not given)	9%	12%	-19%	15%	4%	-7%	24%	8%	0%
22	CC1CCCC(C)N1CC(O)COCc1ccccc1 (stereo not given)	-19%	35%	-1%	?	-15%	-5%	25%	-21%	2%
23	Cc1ccc(CNC(=O)CCCc2nnc3n(C)c(=O)c4sccc4n23)cc1	-6%	·	-9%	16%	0%	-6%	-6%[59 µM]	14%	-15%
24	COc1cc(NS(=O)(=O)N2CCCC2)cc(OC)c1OC	-6%[60.1 µM]	0%	-13%	-20%	?	-3%	-35%	22%	-4%
25	Cc1cc(C)c2c(N)c(C(=O)Nc3c(C)n(C)n(-c4ccccc4)c3=O)sc2n1	-6%	6%	2%	15%	-12%	-3%	·	16%	-5%
26	O=C(N/N=C/c1ccccc1)c1cc(-c2ccc3c(c2)OCO3)n[nH]1	-15%	2%	-17%	-17%	-15%	-12%	23%[59 µM]	?	-5%
27	CN(CCOc1ccccc1)C(=O)c1ccc(Cl)c(S(=O)(=O)N2CCCCC2)c1	-11%	-7%	-11%	·	-8%	·	20%[12.7 µM]	8%	8%
28	CCOC(=O)c1sc(NC(=O)c2nc3ncccn3n2)c(C(=O)OC)c1C	-16%	·	-10%	16%	-10%	0%	7%[59 µM]	-4%	-10%
29	OC(CN1CCOCC1)Cn1cnc2ccccc21 (stereo not given)	4%	13%	-19%	29%	-5%	-4%	23%[0.501 µM]	-14%	-1%
30	Cc1c(OC(C)C(=O)NCc2ccncc2)ccc2c3c(c(=O)oc12)CCC3 (stereo not given)	1%	42%	-18%	-2%	?	4%	45%	48%[activator]	-16%
31	CCC(C)(C)NC(=O)CN(C(=O)CCC(=O)Nc1ccccn1)c1ccc2c(c1)OCO2	-21%	38%[12.4 µM]	-9%	-6%	-21%	2%	-5%[59 µM]	74%[activator]	2%
32	CCCN1C(=O)C(Cc2nc3ccccc3c(=O)n2-c2ccc(OC)cc2)c2cc(C)ccc21 (stereo not given)	-1%	·	·	19%	?	-8%	?	18%	?
33	COc1cccc(NC(=O)Nc2ccc3c(c2)N(C)C(=O)c2ccccc2S3)c1	7%	·	-20%	-11%	-24%	-3%	-34%[59 µM]	-5%	-10%
34	CCOc1cc(N2CCOCC2)c(OCC)cc1NC(=O)c1ccc(OC)c(S(=O)(=O)N2CCOCC2)c1	-19%	10%	-18%	·	-29%	·	·	85%[activator]	·
35	COc1ccc(-c2noc(CSc3nc(N)cc(=O)[nH]3)n2)cc1OC	-1%[60.1 µM]	·	1%	-28%	-7%	-11%	-36%[59 µM]	1%	-3%
36	COC(=O)c1[nH]c(=O)c2ccccc2c1O	-7%	?	-22%	0%	-23%[11.4 µM]	-17%	?	22µM*	-2%
37	CN(C)CCN(C(=O)C1=COCCO1)c1nc2ccc(F)cc2s1	-1%	·	-17%	·	-12%	·	·	2%	·
38	O=C(c1ccc(CS(=O)(=O)c2ccccc2)o1)N1CCOCC1	1%	-3%	-5%	4%	-11%	1%	-3%	5%	-4%
39	CCOc1ccc(S(=O)(=O)Nc2cc(S(=O)(=O)N(CC)CC)ccc2N2CCCC2)cc1	-19%	23%	-16%	10%	-21%	-17%	?	12%	-2%
40	COc1cc(/C=C2/SC(=S)N(Cc3ccccc3)C2=O)cc(Cl)c1O	-17%	-33%	?	40µM*	25µM*	3%	45µM*	-19%	13µM*
41	Cc1ccc(CNC(=O)CN(C)C2=NS(=O)(=O)c3ccccc32)cc1	-13%	2%	?	·	-8%	·	?	3%	7%
42	O=C(CCc1nc(-c2ccccc2)no1)Nc1cc(C(F)(F)F)ccc1Cl	-2%	-3%	-5%	1%	-4%	0%	?	7%	31%[activator]
43	COc1ccc(C(=O)NCCNC(=O)c2ccccn2)cc1	8%	21%	-11%	-1%	1%	-6%	10%	-6%	3%
44	CCOc1ccc(NC(=O)Cc2nnc(SCC(=O)N3CCOCC3)n2C)cc1	-21%	13%	-1%	26%	-4%	1%	·	6%	-2%
